High-throughput results from PubChem.
Htt clearance: mutant huntingtin protein clearance | HeLa Exon1htt(103Q)mCFP, aggregate imaging; zero = plate's median compound well | inhibition, % at 1.5 µM | 0.42% of 47,000 active | AID 853;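 active means inhibition of aggregate fluorescence above about 70%, also judged a hit by eye on the cell image, limit read from the data, passing the limit was not always enough; inconclusive means no rule stated for this call; inactive means not judged a hit on image review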;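 further: cells exposed to compound for three days before fixation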
Htt clearance grain fraction: recorded beside Htt clearance, whose call it bears; fraction fluorescence in grains; measured here: aggregate grain fluorescence fraction; active compounds read low;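 scaled fraction of total cell fluorescence in grains with unit not stated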
* marks the source's active call; other numbers are inactive results; ? = inconclusive; nt = no result given. A portion of the library; the hit share may differ from the screen's.

SMILES	Htt clearance	Htt clearance grain fraction
O=C(c1cccc(C(F)(F)F)c1)N1CCC(O)(CS(=O)(=O)Cc2ccc(Cl)cc2)CC1	-63.9	63
CCc1oc(C(=O)O)cc1COC	51.1	17.7
Cc1cc(=O)[nH]c(SCCCOc2ccccc2Cl)n1	-35.9	26.4
CC(=O)Nc1ccc(S(=O)(=O)N2CCN(C(=O)N3CCCCCC3)CC2)cc1	-8.2	19.3
O=C(NCc1cccs1)c1nn2cccnc2c1Cl	36.2	12
CC12CCC(C(=O)N3CCCc4ccccc43)(CC1=O)C2(C)C (configuration not stated)	-18.0	46.2
O=C(Oc1ccc(N(Cc2cccs2)C2=NS(=O)(=O)c3ccccc32)cc1)c1ccco1	12.5	14.5
CC1CC(=O)c2cnc(N3CCOCC3)nc2C1 (configuration not stated)	24.3	17.9
CCN1CCCC1Cn1cnc2c([nH]c3ccc(Cl)cc32)c1=O (configuration not stated)	-22.0	25
Cn1c(NC(=O)c2cc(Cl)ccc2Cl)cc(=O)n(C)c1=O	65.6	15.5

Some of these compounds in order of heavy-atom count, low to high.
SMILES	Htt clearance	Htt clearance grain fraction
CCc1oc(C(=O)O)cc1COC	51.1	17.7
O=C(NCc1cccs1)c1nn2cccnc2c1Cl	36.2	12
CCN1CCCC1Cn1cnc2c([nH]c3ccc(Cl)cc32)c1=O (configuration not stated)	-22.0	25
O=C(c1cccc(C(F)(F)F)c1)N1CCC(O)(CS(=O)(=O)Cc2ccc(Cl)cc2)CC1	-63.9	63
O=C(Oc1ccc(N(Cc2cccs2)C2=NS(=O)(=O)c3ccccc32)cc1)c1ccco1	12.5	14.5

New compounds follow.
SMILES	Htt clearance	Htt clearance grain fraction
CCOC(=O)C(CC)Sc1nnc2cc(C)c3ccccc3n12 (configuration not stated)	-43.7	28.7
CCOC(=O)C1CCCN(c2c(NCCc3ccc(S(N)(=O)=O)cc3)c(=O)c2=O)C1 (configuration not stated)	-24.5	60.2
CCOC(=O)N1CCN(CC(=O)Nc2cc(C)nn2-c2nc3ccccc3s2)CC1	-11.7	42.4
C/C(Cl)=C/Cn1c(SCc2ccc(Cl)cc2)nc2c1c(=O)[nH]c(=O)n2C	36.8	10.5
Cc1cc(=O)oc2cc(NC(=O)CCCC(=O)O)ccc12	-18.3	45.4
COc1ccc(CCNC(=S)Nc2ccccc2C)cc1	7.4	36.8
Cc1cc(NC(=O)c2ccc(N3C(=O)CCC3=O)cc2)no1	21.0	29.7
Cc1ccccc1-n1c(SCC(=O)NCc2cccs2)nnc1-c1ccncc1	38.8	22.5
Cc1ccc(C)n1Cc1ccc(C(=O)O)cc1	-115.4	42.4
CCOC(=O)c1cccc(NC(=O)COc2ccc([N+](=O)[O-])cc2)c1	13.9	33.1
CCCCn1c(SCC(=O)Nc2nnc(C(C)C)s2)nc2c1c(=O)n(C)c(=O)n2C	24.3	14.5
Cc1cc(Oc2ccccc2)nc(N2CCOCC2)n1	5.3	29.1
Cc1cc(=O)oc(C)c1C(=O)NCC(C)C	-4.9	36.8
O=C(Nc1ccc(Br)cc1)c1cnccn1	12.6	35.2
c1ccc(N=C(c2cccs2)N2CCOCC2)cc1	-1.2	21.5
CN1C(=O)N(C)C2(c3ccccc3)Nn3c(s/c(=C/c4ccccc4F)c3=O)=NC12c1ccccc1 (configuration not stated)	49.5	9.39
Cc1cccc(C)c1NC(=O)CS(=O)CC(=O)NC1CCN(Cc2ccccc2)CC1 (configuration not stated)	53.7	18.1
Cc1nnc(NC(=O)c2ccc3c(c2)C(=O)N(CC2CCCO2)C3=O)s1 (configuration not stated)	-32.6	24.9
CCc1cccc(NC2c3ccccc3C(=O)N2c2ccc(C)cn2)c1 (configuration not stated)	55.4	20.1
Cc1cc(C(=O)CC#N)c(C)n1CC(F)(F)F	53.5	9.62
O=C(Nc1ccc(Cl)cc1)N1CCC(c2nc(-c3cccs3)no2)CC1	4.4	34.7
Cc1ccc2c(c1)N=C(c1ccc(F)cc1)CO2	34.5	27.6
CCC(C)C(=O)N1CCc2cc(-c3csc(N)n3)ccc21 (configuration not stated)	-49.0	30.8
CCOC(=O)c1ccc2c(c1)nc(SCC(=O)N1CCCCC1)n2CC	-9.9	21.5
Cc1cccc(OCC(O)CN2C(C)(C)CC(O)CC2(C)C)c1 (configuration not stated)	-122.0	41.3
COc1ccccc1-n1cnnc1SCC(=O)Nc1nc(C)c(Cl)cc1Cl	20.9	31.3
COc1cc(OC)c(C(=O)Nc2ccc(S(=O)(=O)Nc3ncccn3)cc2)cc1OC	-111.5	43.5
CC(CCc1ccccc1)NC(=O)C(Cc1ccccc1)NS(=O)(=O)c1cccs1 (configuration not stated)	0.2	21
CCOc1ccccc1NC(=O)Cn1cnc2c(cnn2-c2ccc(C)c(C)c2)c1=O	11.1	32.2
CC1=CC(=C2C(=O)c3ccccc3C2=O)C=C(C)O1	-11.5	40.5
Cc1nc2sc(C(c3cccc(F)c3)N3CCC(O)CC3)c(O)n2n1 (configuration not stated)	-81.8	61.6
CCn1c(SCC(=O)c2[nH]c(C)c(C(C)=O)c2C)nnc1-c1ccccc1	-65.7	65.5
O=C(Cn1nnc(-c2cccs2)n1)NCCc1ccccc1	40.5	10.9
Cc1ccc(C)n1C1CCS(=O)(=O)C1 (configuration not stated)	3.9	35.3
COc1ccc(/C=N/NC(=O)CSCC(=O)Nc2ccccc2)cc1OC	43.3	17.1
O=P(COCCO)(c1ccccc1)c1ccccc1	-86.6	33.7
CCOc1ccccc1NC(=O)CSc1nc2cccnc2n1C	19.6	16.6
O=C(CSc1nnc(COc2ccccc2)o1)NCCc1ccccc1	-15.7	42
CCSC1(SCC)N=C(N)C2(C#N)C(c3ccc(F)cc3)C12C#N (configuration not stated)	-55.3	67.4
CC12CCC(c3nnc(SCc4ccc(Cl)cc4)nc31)C2(C)C (configuration not stated)	8.8	16.4
CN1CCCc2cc(C=O)ccc21	-36.9	25.1
Cc1ccc(C(=O)NCCN(C)C)cc1C	-1.9	19.9
Nc1c(N2CCCCC2)c(=O)[nH]c(=O)n1-c1ccccc1	6.7	17.3
COc1ccc(Cl)cc1NC(=O)CSc1nnc(COc2ccccc2)n1N	-31.8	24.1
CC(C)(C)C1CCC(OC(=O)CN2CCOCC2)CC1 (configuration not stated)	-12.7	25.4
CC(C)CCn1nnnc1C(c1ccc(N(C)C)cc1)N1CCN(C(=O)c2ccco2)CC1 (configuration not stated)	5.9	34.1
Cc1nc(SCC(=O)Nc2cc(C)on2)c2c3c(sc2n1)CCCC3	-52.9	59.6
COc1cccc(-c2nnc(-c3ccc(C(F)(F)F)cc3)o2)c1	24.8	14.8
Cc1ccc(C)c(N=C2CCCN2Cc2ccccc2)c1C#N	46.3	11.4
Cc1ccc(-c2nnn(CC(=O)N(c3ccccc3)C(C(=O)NC(C)(C)C)c3cccs3)n2)o1 (configuration not stated)	11.9	15.8
Later entries.
SMILES	Htt clearance	Htt clearance grain fraction
CCCOc1ccccc1N1C(=O)CC(N2CCOCC2)C1=O (configuration not stated)	-37.8	50
CC(CCO)Nc1nc2c(c(=O)n(C)c(=O)n2C)n1Cc1cccc(Br)c1 (configuration not stated)	-8.4	20.2
Cc1cc(C(F)(F)F)c(C#N)c(=O)[nH]1	-36.9	24.4
CCCCOC(=O)Nc1ccccc1C(=O)OC	1.0	35.4
CC1(C)OC(=O)C2(Cc3ccccc3N3CCCCC32)C(=O)O1 (configuration not stated)	-9.5	38.7
CNC(=O)C1CCCN1S(=O)(=O)c1ccc(OC)cc1 (configuration not stated)	-47.1	31.6
Cc1ccc(C(=O)C2CCN(CC(=O)Nc3ccc4c(c3)OCCO4)CC2)cc1	-3.3	37.9
O=C(c1nsc(Cl)c1Cl)N1CCCCC1	18.1	32.4
O=C(CSc1nc2c(c(=O)n1-c1ccc(F)cc1)SCC2)N1CCCC1	-13.3	42
Cc1ccc(SCCNC(=O)c2ccc(C)c([N+](=O)[O-])c2)cc1	30.0	20.5

Reprinted at random: 5 compounds from above
SMILES	Htt clearance	Htt clearance grain fraction
CC(CCc1ccccc1)NC(=O)C(Cc1ccccc1)NS(=O)(=O)c1cccs1 (configuration not stated)	0.2	21
O=C(c1nsc(Cl)c1Cl)N1CCCCC1	18.1	32.4
CCN1CCCC1Cn1cnc2c([nH]c3ccc(Cl)cc32)c1=O (configuration not stated)	-22.0	25
CC1(C)OC(=O)C2(Cc3ccccc3N3CCCCC32)C(=O)O1 (configuration not stated)	-9.5	38.7
CC12CCC(c3nnc(SCc4ccc(Cl)cc4)nc31)C2(C)C (configuration not stated)	8.8	16.4

Next structures follow.
SMILES	Htt clearance	Htt clearance grain fraction
Cc1ccc(NC(=O)COc2ccc(S(=O)(=O)N3CCOCC3)cc2)cc1	-10.8	44
Cc1nnc(C)n1/N=C/c1cccc(Oc2ccccc2)c1	-45.3	67.2
CCOC(=O)CN1C(=O)S/C(=C/c2cc(C)n(-c3ccccn3)c2C)C1=O	29.2	13.8
COc1ccc(C(=O)CN2C(=O)NC3(CCCc4ccccc43)C2=O)cc1OC (configuration not stated)	-11.8	19.9
Cc1ccccc1NS(=O)(=O)c1cc(C(=O)N2CCCC2)ccc1C	-15.8	22.5
COCCSc1ccccc1C(=O)Nc1cc(C)on1	74.8*	5.37*
CCCn1nc(NC(=O)c2ccccn2)c2cc3cc(C)ccc3nc21	-13.6	26.8
O=S1(=O)CCC(N=Cc2cc(Br)ccc2O)C1 (configuration not stated)	29.1	12.6
Cc1ccc(N2CC(C(=O)OCC(=O)C(C)(C)C)CC2=O)cc1 (configuration not stated)	-0.6	38.3
CCOC(=O)c1c(C)[nH]c(NC(=O)Nc2c(C)n(C)n(-c3ccccc3)c2=O)c1C	7.1	19.1
CCOC(=O)N1CCN(CC(=O)Nc2c(C(=O)OC)[nH]c3cc(C)ccc23)CC1	-35.3	50.9
Cc1ccc(/C=C/C(=O)C2C(=O)c3ccccc3C2=O)cc1	-16.3	41.4
CCC(C)(C(=O)NC1CCCC1)N(Cc1ccco1)C(=O)Cc1cccs1 (configuration not stated)	-2.3	43
Cc1cc(C)n2nc(S(=O)(=O)N(C)Cc3ccccc3)nc2n1	-37.5	25.5
CCN(CC)CCCNC(=O)CC1Oc2ccc(C)cc2NC1=O (configuration not stated)	30.3	33.7
CC(C)NC(=O)Cn1c(SCC(=O)c2ccc(F)cc2)nc2ccccc21	37.0	11.1
Cc1cc2cc(C(c3nnnn3Cc3ccco3)N3CCc4ccccc4C3)c(=O)[nH]c2cc1C (configuration not stated)	17.3	31
O=S(=O)(Nc1ccc(Cc2ccncc2)cc1)c1ccc(Br)cc1	32.2	21.1
CCOC(=O)N1CCC(Nc2nc3ccccc3nc2NS(=O)(=O)c2ccc(Cl)cc2)CC1	36.3	12.4
C=CCn1c(SCc2ccc(C#N)cc2)nnc1-c1cccc(OC)c1	-87.3	65

2 entries from above in another layout.
Values run as follows: Htt clearance | Htt clearance grain fraction
> CCOC(=O)CN1C(=O)S/C(=C/c2cc(C)n(-c3ccccn3)c2C)C1=O
→ 29.2 | 13.8
> CC1(C)OC(=O)C2(Cc3ccccc3N3CCCCC32)C(=O)O1 (configuration not stated)
→ -9.5 | 38.7

(cont.)
SMILES	Htt clearance	Htt clearance grain fraction
CCOC(=O)C1CCN(C(=O)c2c(-c3c(Cl)cccc3Cl)noc2C)CC1	3.3	16.3
COc1ccc(N2CC(C)Cn3c2nc2c3c(=O)n(Cc3ccccc3F)c(=O)n2C)c(OC)c1 (configuration not stated)	?	nt
CCCn1c(Nc2ccc(Cl)cc2)nc2ccccc21	10.8	37.5
COc1ccc(S(=O)(=O)N2CCC(C)CC2)cc1Br	26.1	13.7
CC1CN(c2nc(-c3ccccc3)nc3ccccc23)CC(C)O1 (configuration not stated)	62.8	17.2
Cn1c(=O)c(=O)n(C)c2cc(S(=O)(=O)N3CCc4ccccc43)ccc21	-10.1	38.1
Clc1ccc(NC2=NCCCCC2)cc1	23.2	26.2
COc1cccc(=O)c2c(C)n(C)c(C)c12	54.6	8.95
CCN(Cc1ccccc1)C(=O)COC(=O)c1n[nH]c2ccccc12	-35.8	28.8
CCN(CC(=O)O)S(=O)(=O)c1cc(Cl)ccc1Cl	-101.3	32.5
Cc1ccc(S(=O)(=O)CC(=O)N(C)C)cc1	-45.2	25.5
Cc1nn(C)cc1CNC(=O)c1ccccc1Br	-69.8	33.7
